PMI act satM6P – increases human PMI activity with near-saturating mannose 6-phosphate | activation factor at 20 µM | AID 1216 | coupled PMI enzyme assay, resazurin fluorescence, 20 min; active compounds read high; 1 = untreated enzyme, 0 = substrate-free blank | 190,000 compounds, 0.34% hits;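 active means activation factor of 2 or more at 20 µM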
Target sequence (P34949 whole entry, looked up): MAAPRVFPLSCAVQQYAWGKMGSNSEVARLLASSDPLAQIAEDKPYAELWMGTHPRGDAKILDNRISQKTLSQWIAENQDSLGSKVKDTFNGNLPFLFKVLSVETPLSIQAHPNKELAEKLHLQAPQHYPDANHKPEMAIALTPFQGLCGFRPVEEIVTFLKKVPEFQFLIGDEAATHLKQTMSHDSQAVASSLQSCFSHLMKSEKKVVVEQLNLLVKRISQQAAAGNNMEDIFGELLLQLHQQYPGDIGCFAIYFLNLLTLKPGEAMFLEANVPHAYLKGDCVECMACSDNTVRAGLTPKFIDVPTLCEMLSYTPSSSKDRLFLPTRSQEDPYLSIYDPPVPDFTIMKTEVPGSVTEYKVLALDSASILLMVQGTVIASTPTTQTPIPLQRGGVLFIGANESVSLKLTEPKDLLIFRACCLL
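test system = human PMI in coupled enzyme assay | medium = HEPES-buffered pH 7.4 with magnesium and detergent | also added = 1.0 mM mannose-6-phosphate substrate with 0.22 mM NADP+ | compound = 20 µM single dose | times = 20 min incubation at room temperature | measured by = resorufin fluorescence (Ex 544/Em 590 nm) from resazurin via diaphorase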
TNAP inh noacc – blocks human TNAP activity with no phosphate acceptor present | 200,000 compounds, 0.26% hits | inhibition, % at 20 µM | purified TNAP, CDP-star luminescence, 30 min;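 active means tissue-nonspecific alkaline phosphatase inhibition above about 50% at 20 µM in the single-dose screen, limit read from the data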;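 further: 0% = DMSO negative control and 100% = EDTA positive control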
Target sequence (P05186 whole entry, looked up): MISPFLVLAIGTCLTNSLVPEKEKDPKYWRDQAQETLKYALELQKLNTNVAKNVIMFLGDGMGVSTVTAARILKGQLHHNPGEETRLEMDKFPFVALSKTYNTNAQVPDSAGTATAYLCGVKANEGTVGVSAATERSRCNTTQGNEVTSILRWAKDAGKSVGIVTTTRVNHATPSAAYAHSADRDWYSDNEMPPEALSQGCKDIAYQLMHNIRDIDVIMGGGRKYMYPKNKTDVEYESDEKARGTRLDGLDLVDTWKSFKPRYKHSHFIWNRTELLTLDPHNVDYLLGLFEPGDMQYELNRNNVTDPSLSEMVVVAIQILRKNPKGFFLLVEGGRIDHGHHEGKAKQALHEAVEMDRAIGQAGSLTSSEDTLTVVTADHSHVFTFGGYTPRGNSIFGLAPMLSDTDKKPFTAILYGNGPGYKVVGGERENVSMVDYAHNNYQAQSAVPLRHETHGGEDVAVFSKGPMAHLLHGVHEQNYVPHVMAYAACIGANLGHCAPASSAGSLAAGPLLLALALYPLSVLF
Diaphorase act – activates diaphorase or chemically reduces, flagging diaphorase assay artifacts; Diaphorase/resazurin coupled assay, resorufin fluorescence, 16 min; active compounds read high; 1 = vehicle wells, 0 = NADH-free wells; 190,000 compounds, 0.005% hits; activation factor at 20 µM;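 active means diaphorase activity raised at least twofold by the compound at 20 µM; inactive means activation factor below 2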
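Material: bacterial diaphorase enzyme (C. kluyveri); amount: enzyme 0.07 U/mL final; reagent: NADH substrate 0.114 mM plus resazurin dye 0.1 mM, final; doses: single compound dose of 20 µM, 1% DMSO final; timing: 16 min enzyme reaction, ambient temperature; measured by: fluorescence of resorufin, 544 nm excitation, 590 nm emission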
TNAP act hiacc – TNAP (human) activation, high acceptor; activation factor at 20 µM; P05186; purified TNAP, CDP-star luminescence, 1 M DEA, 30 min; active compounds read high; 0 = EDTA background, 1 = DMSO-only activity; 200,000 tested, under 10 active; AID 1136;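 active means activation factor at least 2 at 20 µM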
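Test system – human TNAP · Doses – 20 µM single point · Incubation – 30 min, room temperature · Signal – luminescent substrate turnover signal · Read-out basis – activation factor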
Lmaj promast – reduces viability of Leishmania major promastigotes | inhibition, % at 10 µM | 200,000 compounds, 9% hits | resazurin fluorescence viability | AID 1063; in the data active means inhibition above about 50%;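 further: promastigotes grown with compound for 44 hours at 28 °C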
bIAP activator – increases bovine intestinal alkaline phosphatase activity; activation factor at 20 µM; 200,000 compounds, 0.17% hits; purified bovine IAP, CDP-star luminescence, 30 min; active compounds read high; fold of DMSO-control signal, blank-subtracted; AID 1016;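 active means activation factor of 2 or more at 20 µM, a signal rise over negative controls twice the positive control's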
bIAP inh – blocks bovine intestinal alkaline phosphatase activity; 190,000 tested, under 10 active; purified bovine IAP, CDP-star luminescence, 30 min; inhibition, % at 20 µM; AID 1019;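 active means over 50% inhibition of intestinal alkaline phosphatase at 20 µM in the single-dose screen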
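System: Purified bovine intestinal alkaline phosphatase (IAP) enzyme | Input: IAP diluted 1/65,000,000 in the well | Also added: CDP-star chemiluminescent phosphatase substrate, 30 µM final | Dosing: 20 µM single dose | Times: Enzyme reaction for 30 min at room temperature | Detection: Luminescence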
Diaphorase inh – inhibits diaphorase or chemically oxidizes, flagging diaphorase assay artifacts; diaphorase resazurin-to-resorufin fluorescence, NADH, 16 min; bacterial (C. kluyveri) enzyme, not human; inhibition, % at 20 µM; 190,000 compounds, 0.69% hits;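 active means primary screen inhibition at 20 µM above a set limit, cut at about 50% in these data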;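 further: plate controls were DMSO with full reaction for no effect and wells lacking NADH for full effect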
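Assay system: diaphorase enzyme from Clostridium kluyveri; Input: enzyme working solution with 0.14 U/mL diaphorase; Timing: 16 min at room temperature; Technique: resorufin fluorescence, excitation 544 nm, emission 590 nm; Benchmarks: positive control minus NADH, DMSO neutral control.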
PMI act – phosphomannose isomerase (human) activation | P34949 | purified human PMI, coupled resazurin fluorescence, 20 min; active compounds read high; 1 = vehicle control, 0 substrate-free wells | activation factor at 20 µM | 190,000 compounds, 0.005% hits | AID 1214;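 active means activation factor of 2 or more at 20 µM, relative to plate controls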
TNAP inh hi DEA – inhibitors of human TNAP at high phosphate acceptor concentration; purified TNAP, CDP-star luminescence, 1 M DEA; inhibition, % at 20 µM; 200,000 compounds, 0.03% hits;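 active means over 50% inhibition of tissue-nonspecific alkaline phosphatase at 20 µM in the single-dose screen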;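 further: plate controls were DMSO wells for no effect and EDTA-quenched wells as full inhibition for full effect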
Starred values were filed as active, the others as inactive; . = no result given. Compounds were not picked by outcome (roughly 10% active in at least one column).

SMILES	PMI act satM6P	TNAP inh noacc	Diaphorase act	TNAP act hiacc	Lmaj promast	bIAP activator	bIAP inh	Diaphorase inh	PMI act	TNAP inh hi DEA
Cn1cc(-c2ccccc2C(N)=O)c(=O)c2cc(Cl)ccc21	1.1	-10	1	1	73*	1.1	-7	4	1.1	-3
CCN(CC)c1ccc(N=Cc2ccccc2[N+](=O)[O-])cc1	0.4	18	0.6	0.9	12	1	0	38	0.5	10
Cc1cc(CNC(=O)COc2ccc(C#N)cc2)c2ccccc2n1	0.9	-9	1.1	1	4	1.2	-20	-9	1	-2
Cc1ccc(CNC(=O)c2ccc(Cn3nc(C)c(Cl)c3C)o2)cc1	0.9	-8	0.9	1	19	1	-2	14	0.9	-3
COc1ccc(-n2c(SCC(=O)Nc3nc(C)cs3)nnc2-c2ccoc2C)cc1	1.1	0	1	1	15	1	0	-4	1.2	2
O=C(Nc1ccc2c(c1)CCC2)c1ccccc1	1	-4	0.9	1	-1	0.8	18	10	0.9	-3
CCn1c(C(=O)NCCCc2ccccc2)cc2sccc21	0.8	-8	0.7	1	-1	0.9	10	26	0.9	-5
COc1ccc(N2CCN(c3cc(C)c4cccc(C)c4n3)CC2)cc1	1	-9	0.9	1	3	1	2	7	0.9	-4
Cn1cc(S(=O)(=O)N2CCN(C(=O)c3ccco3)CC2)c(=O)n(C)c1=O	1.1	-15	1	1	-3	1	1	-2	1	-5
O=C(COc1ccc2ccccc2c1)N1c2ccccc2Sc2ccccc21	0.8	0	0.8	1	13	0.8	17	21	0.8	-3
Cc1ccc(S(=O)(=O)N2CCCCC2)cc1NC(=O)COC(=O)Cc1ccc(Cl)cc1	1	-3	0.9	1.1	-5	0.9	11	13	0.8	-6
O=C(O)CCCCCn1c(SCC(=O)Nc2ccc(F)cc2)nc2ccsc2c1=O	1.1	-9	0.9	1	-5	1	-4	13	1	-1
Clc1cccc(CSc2ccc(-c3cccnc3)nn2)c1	1	-3	0.9	1	6	1	4	6	1	3
COc1ccc(-c2cc(C(=O)Nc3cc(OC)c(OC)c(OC)c3)no2)cc1OC	0.8	-12	0.9	1.1	-1	0.9	6	7	1	-5
CC(=O)c1ccc(N2CCN(C(=S)Nc3ccc(Cl)c(Cl)c3)CC2)cc1	0.9	-4	0.9	1	-7	0.9	6	10	0.8	5
O=C(Oc1cc(-c2ccccc2)no1)c1ccc(Cl)cc1	1	-1	0.9	1	-7	0.9	9	10	1.1	-2
O=C(COC(=O)C1CC2C=CC1C2)Nc1cccc(S(=O)(=O)N2CCCCC2)c1 (stereo unspecified)	1.1	-15	0.9	1	1	1	2	9	1	-3
Cc1ccc(NC(=O)CN(c2ccc3c(c2)OCO3)S(=O)(=O)c2c(C)n[nH]c2C)cc1	1.1	2	1.1	1	-2	0.9	12	-11	1.1	-4
C=C(Br)Cn1c(CCC)nc2ccccc21	1	-2	0.8	1	11	1	2	19	1	-2
CCCCCCOC(=O)Nc1ccc(S(=O)(=O)Nc2cccc([N+](=O)[O-])c2)cc1	1.1	-11	0.8	1	35	0.9	6	22	1	-2
Cc1ccc(N2C(=O)CC(N3CCN(c4ccccn4)CC3)C2=O)cc1 (stereo unspecified)	0.7	-9	0.8	1.1	-5	1	-2	16	0.9	-9
CCN1C(=O)/C(=C\N2CCN(c3ccccc3)CC2)SC1=S	0.9	1	0.8	1	0	0.9	10	17	0.8	4
NS(=O)(=O)c1ccc(CCNC(=O)c2ccc([N+](=O)[O-])cc2[N+](=O)[O-])cc1	1	-9	0.9	1	-7	1	-1	7	1	-4
COC(=O)C1=C(C)N(CCc2cc(OC)c(OC)c(OC)c2)C(=O)N[C@H]1c1ccc(Br)cc1	0.8	-9	0.7	1	11	0.9	10	30	0.8	-3
CCOc1ccc(C(=O)Nc2ccccc2CC)cc1[N+](=O)[O-]	1	-6	1	1	1	1	-1	3	1	-4
CC1CC1C(=O)OCC(=O)Nc1ccc2[nH]c(=O)[nH]c2c1 (stereo unspecified)	0.9	-11	0.8	1	-4	0.9	5	20	0.9	-4
Cc1nn(Cc2ccccc2)c(C)c1NC(=O)CSc1nnc(-c2cc(Cl)ccc2O)n1C	0.9	-10	0.9	1	-6	1	0	11	0.8	-2
O=C(COC(=O)c1ccccc1)Nc1cccc(S(=O)(=O)N2CCOCC2)c1	1	-14	0.9	1	-3	1	-4	6	1.1	-2
O=C(CSc1ncnc2scc(-c3ccccc3)c12)N1CCN(c2ccccc2F)CC1	1	-23	0.9	1	55*	1	3	11	0.8	-4
COc1cc(N)ccc1Cc1ccc(N)cc1OC	0.8	-11	0.8	1.1	-2	0.9	9	19	1	-8

Retrieved by compound from the list above:
SMILES	PMI act satM6P	TNAP inh noacc	Diaphorase act	TNAP act hiacc	Lmaj promast	bIAP activator	bIAP inh	Diaphorase inh	PMI act	TNAP inh hi DEA
CCN1C(=O)/C(=C\N2CCN(c3ccccc3)CC2)SC1=S	0.9	1	0.8	1	0	0.9	10	17	0.8	4
CC1CC1C(=O)OCC(=O)Nc1ccc2[nH]c(=O)[nH]c2c1 (stereo unspecified)	0.9	-11	0.8	1	-4	0.9	5	20	0.9	-4
NS(=O)(=O)c1ccc(CCNC(=O)c2ccc([N+](=O)[O-])cc2[N+](=O)[O-])cc1	1	-9	0.9	1	-7	1	-1	7	1	-4

Next part
SMILES	PMI act satM6P	TNAP inh noacc	Diaphorase act	TNAP act hiacc	Lmaj promast	bIAP activator	bIAP inh	Diaphorase inh	PMI act	TNAP inh hi DEA
CC12COC3(C(=O)Nc4ccc(Cl)cc4)CC1CCC32C (stereo unspecified)	0.8	-10	0.8	1.1	-13	1	4	21	0.9	-6
Cc1cc(C)nc(Sc2ccc(/C=C(\C#N)C(=O)Nc3ccccc3)o2)n1	0.9	-1	0.9	1	-3	1	-1	8	0.9	0
CCn1c(CNC(=O)c2ccco2)nnc1SCC(=O)Nc1cccc(F)c1	1	-4	1	1.1	-2	1.1	-10	4	1	-7
CN(C)/C=C/C(=O)c1ccc(Cl)cc1	1	-6	1	1	-6	1	-2	4	1	2
Cc1cccc(C(=O)O/N=C2\CCSc3ccc(C)cc32)c1	0.9	-12	0.8	1	-5	0.8	22	20	0.9	-5
O=C1CC(N(O)C2CC(=O)N(Cc3ccccc3)C2=O)C(=O)N1Cc1ccccc1 (stereo unspecified)	1.4	-1	0.8	1	1	1	3	19	1	-3
COc1ccccc1Nc1nc(-c2c(C)nc3ncccn23)cs1	.	2	.	1	39	1	-1	.	.	0
Cn1nc(C(F)(F)F)c(/C=N/OC(=O)c2ccccc2Cl)c1SCc1ccccc1Cl	0.9	-11	0.9	1	4	0.7	31	13	0.9	0
COc1cc(C2CC(=O)Oc3c2c(=O)n(C)c2ccccc32)ccc1O (stereo unspecified)	0.9	-12	0.8	1	-6	0.9	11	17	0.9	-5
O=C(CCNC(=O)c1ccccc1Cl)Nc1nc(-c2ccc(F)cc2)cs1	1.1	-5	1	1	1	0.8	23	4	1	0
Cc1ccc(Cl)c(OCC(O)CN(CCO)CCO)c1 (stereo unspecified)	0.9	-8	0.8	1.1	6	1	-2	20	0.9	-5
COc1ccc(S(=O)(=O)N(C)CC(=O)Nc2ccc(C)cc2)cc1OC	0.9	-2	0.3	1	5	1	0	65*	0.9	-1
COc1cccc(OC)c1C(=O)Nn1c(C2CCC2)nc2ccccc2c1=O	1	-4	1.1	1	4	1.1	-6	-9	1.1	-3
Cc1ccccc1NC(=O)c1ccc(CN2CCc3ccccc3C2)cc1	0.9	-7	0.8	1	45	0.8	19	21	0.9	-4
Cc1ccc(C)c(OCCCCCn2ccnc2)c1	1	-5	1	1	100*	1	3	3	0.9	2
Cc1ccc(-c2cc(C(=O)NCc3cnn(C)c3C)c3cc(Br)ccc3n2)cc1	0.9	-1	0.9	1	12	1	2	12	0.9	0
Cn1c(=O)[nH]c(=O)c2c1nc(CN1CCN(c3cccc(Cl)c3)CC1)n2CCCc1ccccc1	0.9	4	0.9	1	-3	0.9	5	10	0.9	0
CCOC(=O)C(C(=O)NCc1ccc(F)cc1)c1ncc(C(F)(F)F)cc1Cl (stereo unspecified)	1	-5	1.1	1	-6	0.9	8	-6	1	-4
Cc1ccc(NC(=O)c2cccc(N3C(=O)CCC3=O)c2)nc1	1	-9	1.1	1	-8	1	0	-14	1	-3
O=C(CCNc1ccc(Br)cc1)c1cccc([N+](=O)[O-])c1	0.6	-9	0.9	1	88*	1.1	-7	14	0.6	-1

Compound profiles (already shown). Values in the order: PMI act satM6P	TNAP inh noacc	Diaphorase act	TNAP act hiacc	Lmaj promast	bIAP activator	bIAP inh	Diaphorase inh	PMI act	TNAP inh hi DEA
COc1ccc(S(=O)(=O)N(C)CC(=O)Nc2ccc(C)cc2)cc1OC as listed: 0.9	-2	0.3	1	5	1	0	65*	0.9	-1
Cc1ccccc1NC(=O)c1ccc(CN2CCc3ccccc3C2)cc1 as listed: 0.9	-7	0.8	1	45	0.8	19	21	0.9	-4
O=C(CCNc1ccc(Br)cc1)c1cccc([N+](=O)[O-])c1 as listed: 0.6	-9	0.9	1	88*	1.1	-7	14	0.6	-1

Continuation:
SMILES	PMI act satM6P	TNAP inh noacc	Diaphorase act	TNAP act hiacc	Lmaj promast	bIAP activator	bIAP inh	Diaphorase inh	PMI act	TNAP inh hi DEA
CC(NC(=O)COC(=O)Cn1cnc2ccccc2c1=O)C1CC2CCC1C2 (stereo unspecified)	1.1	22	0.9	1	0	1.1	-9	12	0.9	-2
Cn1c(=O)n(C)c2cc(CNc3ccc(N4CCOCC4)c(C(=O)O)c3)ccc21	1	-7	0.9	1	3	0.9	14	8	1	-4
CN(CCn1ccnc1)C(=O)CC1C(=O)NCCN1Cc1ccccc1C(F)(F)F (stereo unspecified)	0.7	-6	0.8	1	-1	1	-4	20	1	-4
CC(/C=N/NC(=O)Cn1cnc2c1c(=O)n(C)c(=O)n2C)=C\c1ccccc1	0.9	-9	0.9	1.1	4	0.9	6	12	1	-7
N/C(Cc1ccc(Cl)cc1Cl)=N\OC(=O)c1ccccc1	1	-1	1	1	-4	1.1	-10	0	0.9	-3
COc1cccc(-c2cc(=O)c3cc(NC(=O)c4ccccc4)ccc3[nH]2)c1	1.4	-5	1	1.1	-3	0.9	6	-2	1.3	-5
Cc1cccc(Nc2ncnc3ccc(Br)cc23)c1	1	-4	0.9	1	56*	0.8	17	6	1	-4
COCC(=O)N1CCCC(CNS(=O)(=O)c2ccc(OC)cc2)C1 (stereo unspecified)	0.9	-10	0.8	1.1	-5	1	-3	16	0.9	-7
CN1CCN(S(=O)(=O)c2ccc(Br)s2)CC1	1	-11	0.9	1.1	6	0.9	7	13	1	-6
CCSc1nnc(-c2ccccc2N)c(=O)[nH]1	1	-10	0.8	1	-5	0.9	6	15	1	-4
O=C1/C(=C\c2ccco2)NC(=S)N1c1ccccc1	1.4	8	0.9	1	-8	0.9	12	8	1.7	-3

Screens (PubChem BioAssay)
